dFosB act: activators of delta FosB homodimer, primary screen, biochemical, fluorescence polarization, TAMRA-CDK5 oligo, single point; Protein FosB (Mus musculus), P13346; activation, % at 25 µM; purified delta FosB; percent of positive-control signal above neutral wells; hit rate 0.99% among 340,000;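 active = mean activation above about 17%, with every replicate also reaching it, limit read from the data, passing the limit was not always enough; inconclusive = only one of the two conditions met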;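 also: fluorescence polarization rise as delta FosB binds a TAMRA Cdk5 AP-1 oligo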
Target sequence (P13346 whole entry, looked up): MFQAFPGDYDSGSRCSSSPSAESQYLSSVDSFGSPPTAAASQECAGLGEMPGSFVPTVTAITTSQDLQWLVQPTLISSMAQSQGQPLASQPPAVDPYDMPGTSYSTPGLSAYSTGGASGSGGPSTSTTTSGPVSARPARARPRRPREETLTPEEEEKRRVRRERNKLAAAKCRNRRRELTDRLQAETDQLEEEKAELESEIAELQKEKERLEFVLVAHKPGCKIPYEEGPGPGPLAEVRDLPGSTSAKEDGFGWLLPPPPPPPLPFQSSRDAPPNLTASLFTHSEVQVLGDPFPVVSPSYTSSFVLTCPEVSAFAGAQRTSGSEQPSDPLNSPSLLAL
Keap1-Nrf2 PPI: Keap1-Nrf2 protein-protein interaction inhibitors, primary screen, biochemical, fluorescence polarization, single point. Keap1 Kelch-Nrf2 peptide fluorescence polarization, 1536-well. inhibition, % at 9.4 µM. hit rate 0.15% among 340,000. AID 504523, 2011; in the data active = inhibition above about 12%; inconclusive = no clear call, values can overlap the other calls; inactive = below about 7.3%;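 also: human Keap1 Kelch domain with fluorescein labeled Nrf2 9mer peptide probe; 0% = neutral control wells and 100% = peptide positive control; higher means more block of Keap1 binding to Nrf2 peptide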
Target sequence (Q14145 whole entry, looked up, the tested form may be a part): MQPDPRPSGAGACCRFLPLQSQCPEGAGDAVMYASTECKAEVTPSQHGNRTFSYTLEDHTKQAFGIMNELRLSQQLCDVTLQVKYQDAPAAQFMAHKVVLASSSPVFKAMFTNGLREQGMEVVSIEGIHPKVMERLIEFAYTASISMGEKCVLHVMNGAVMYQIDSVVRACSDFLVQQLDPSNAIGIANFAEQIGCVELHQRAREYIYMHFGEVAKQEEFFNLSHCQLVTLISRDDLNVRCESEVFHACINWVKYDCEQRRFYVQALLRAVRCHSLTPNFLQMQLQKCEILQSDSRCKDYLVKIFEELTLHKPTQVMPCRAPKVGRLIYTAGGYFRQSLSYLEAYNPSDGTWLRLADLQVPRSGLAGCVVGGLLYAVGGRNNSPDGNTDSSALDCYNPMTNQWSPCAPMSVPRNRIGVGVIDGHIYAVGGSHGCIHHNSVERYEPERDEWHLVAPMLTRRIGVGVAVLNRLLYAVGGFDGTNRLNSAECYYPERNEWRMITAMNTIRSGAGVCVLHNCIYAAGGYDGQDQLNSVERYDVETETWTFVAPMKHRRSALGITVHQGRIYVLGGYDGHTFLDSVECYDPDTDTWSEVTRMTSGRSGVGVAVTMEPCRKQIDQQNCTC
NSD2 HMT inh: NSD2 histone methyltransferase inhibitors, primary screen, biochemical, AlphaScreen, single concentration, set 2; hit rate 0.54% among 310,000; inhibition, % at 12.5 µM; NSD2 peptide methylation, 120 min; in the data active = inhibition above about 50%
RTF Ca sens inh: cardiac RTF calcium sensitivity inhibitors, primary screen, biochemical, IANBD-TnC fluorescence, EC70 calcium; IANBD-labeled cardiac RTF, Ca2+ fluorescence; inhibition, % at 7.15 µM; hit rate 0.12% among 340,000; AID 493244, 2011;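 active = inhibition above the mean inhibition of all tested compounds plus 3 SD, cut at about 17% in these data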;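 also: assay run at fixed EC70 calcium of 1.6 mM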
LANA DNA inh: inhibitors of KSHV C-LANA binding to DNA, primary screen, biochemical, fluorescence polarization, FAM-LBS DNA, MBP-C-LANA, single point; inhibition, % at 9 µM; hit rate 0.078% among 340,000; AID 504423, 2011;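 active = highest replicate inhibition at or above 60% at 9 µM, even if other replicates fall short; inactive = all replicates below 60% inhibition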;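 also: 0% = neutral control wells and 100% = 4 µM acridine orange control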
CDK5 p35 inh: inhibitors of human CDK5/p35 kinase, primary screen, biochemical, single concentration. Recombinant CDK5/p35, ADP-Glo luminescence, 60 min. inhibition, % at 10 µM. hit rate 0.01% among 330,000. AID 488839, 2010;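 active = highest replicate inhibition of at least 50% and at least 75% of replicates reaching 50%; inconclusive = only one of the two criteria met; inactive = both criteria failed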;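 also: plate controls were DMSO neutral control for no effect and GW8510 at 10 µM for full effect; many of its hits are not listed in these tables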
PvdQ inh: P. aeruginosa PvdQ acylase inhibitors, primary screen, biochemical, fluorescence, plate reader and imaging, single point; hit rate 0.063% among 340,000; PvdQ acylase [Pseudomonas aeruginosa LESB58]; inhibition, % at 10 µM; purified PvdQ acylase; AID 488965, 2010; in the data active = inhibition above about 30%, passing the limit was not always enough; inconclusive = no clear call, values can overlap the other calls;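 also: 0% = vehicle neutral wells and 100% = reference inhibitor wells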
SUMO Mot1 rescue: yeast Mot1-301 growth rescue at high temperature, primary screen, SUMOylation pathway inhibitor project, S. cerevisiae, ATP luminescence, 38.5C | S. cerevisiae Mot1-301 growth rescue; percent above DMSO median, 100 means doubled | hit rate 1% among 320,000 | growth rescue, % at 18.8 µM;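 active = every valid replicate shows activation above 250% relative to neutral control wells; inactive = the rest, any valid replicate at or below 250%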;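 also: OY570 slx delta 5 strain wells were the positive control but not used for scaling; some compounds called inactive have numbers as strong as hits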
Rtt109 Vps75: inhibitors of C. albicans Rtt109/Vps75 HAT, primary screen, biochemical, ThioGlo CoA-SH fluorescence, plate reader | AID 540336, 2011 | purified Rtt109/Vps75, 4 h | inhibition, % at 34.9 µM | hit rate 0.16% among 330,000;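 active = inhibition of at least 50% in every replicate; inconclusive = best replicate reaches 50% inhibition but some replicates fall short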
RTF Ca sens act: cardiac RTF calcium sensitivity activators, primary screen, biochemical, IANBD-TnC fluorescence, EC20 calcium; hit rate 0.24% among 340,000; Troponin I, cardiac muscle (Homo sapiens) + Troponin T, cardiac muscle (Homo sapiens) + …; AID 493008, 2010; IANBD-labeled TnC RTF fluorescence at EC20 calcium; 0% EC20 calcium, 100% full calcium; activation, % at 7.2 µM;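 active = activation above the mean over all tested compounds plus 3 SD, cut at about 30% in these data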;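 also: rise in fluorescence read as greater calcium sensitivity of cardiac thin filaments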
PfHsp90 set2: growth inhibition of PfHsp90-expressing yeast, primary screen, antimalarial PfHsp90 inhibitor project, S. cerevisiae, BacTiter-Glo luminescence, single point, set 2. BacTiter-Glo ATP, 48 h; yeast lacking PDR1 and PDR3 efflux regulators. inhibition, % at 9.4 µM. hit rate 0.32% among 310,000;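 active = every replicate shows inhibition above about 80%, whatever the replicate mean, limit read from the data; inconclusive = mean inhibition reaches the set limit but some replicate falls short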;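 also: 0% = DMSO neutral controls and 100% = 20 µM radicicol positive controls; yeast relying on Plasmodium falciparum Hsp90 in place of its own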
Starred values were filed as active, the others as inactive; u = inconclusive; x = not tested or not shown.

SMILES | dFosB act | Keap1-Nrf2 PPI | NSD2 HMT inh | RTF Ca sens inh | LANA DNA inh | CDK5 p35 inh | PvdQ inh | SUMO Mot1 rescue | Rtt109 Vps75 | RTF Ca sens act | PfHsp90 set2
CC1CCCCN1S(=O)(=O)Cc1ccccc1Cl (stereo not given) | 4 | -1 | -2 | -5 | 0.9 | 0.0 | -18 | -1 | 0 | -2 | -25
N#Cc1ccc(OCC(O)CS(=O)(=O)c2ccc(F)cc2)cc1 (stereo not given) | -3 | 7 | -2 | -5 | -0.6 | 1.0 | -5 | 64 | 5 | 3 | 3
NC(=O)c1c(NC(=O)CN2CCOCC2)sc2c1CCC2 | -7 | 0 | 1 | -1 | 1.0 | 0.6 | 11 | 134 | 8 | 5 | 0
CC(C)[C@H](NC(=O)C1CCN(C(=O)[C@H](Cc2ccccc2)NC(=O)OC(C)(C)C)CC1)C(=O)O | 2 | 1 | -3 | -2 | -0.8 | 0.0 | 8 | 5 | 0 | 4 | -5
CC(C)C[C@H](NC(=O)OCC1c2ccccc2-c2ccccc21)C(=O)O | -2 | 4 | x | -1 | -1.1 | -2.9 | -8 | x | -5 | 1 | 5
C=CCNC(=O)c1ccc(Cn2cc(C(F)(F)F)ccc2=O)cc1 | -5 | -6 | -2 | -11 | 1.1 | -1.2 | -9 | 78 | -13 | 6 | -7
COc1ccccc1CNC(=O)c1cc2c(C)nn(Cc3ccc(F)cc3)c2s1 | -2 | -3 | -4 | -3 | -0.9 | 1.1 | 6 | 259 | -11 | -6 | -49
Cc1ccc(F)cc1NC(=O)c1sc2ncn(CC(=O)N3CCN(c4ccccn4)CC3)c(=O)c2c1C | -4 | -3 | -3 | -6 | 0.2 | 0.8 | 11 | -23 | x | -2 | -8
CCOC(=O)C1CCN(C(=O)Cn2nc(C)n3nc(-c4ccc(CC)cc4)cc3c2=O)CC1 | -15 | -4 | -2 | -4 | 0.3 | 0.5 | 7 | -1 | 8 | -6 | 7
COc1ccccc1C(=O)n1nc(C)cc1C | 4 | -1 | -7 | 4 | -0.3 | -0.3 | -11 | -15 | -4 | 3 | -8
CCOc1cc(N2CCOCC2)c(OCC)cc1NC(=O)CN1C(=O)NC2(CCCCC2)C1=O | -5 | -1 | 0 | -5 | 0.7 | 1.0 | -7 | 4 | 5 | 1 | 2
O=C(Cc1ccccc1)Nc1ccccc1C(=O)N1CCCCC1 | 3 | -3 | 0 | 4 | 0.2 | -2.3 | -9 | -9 | 4 | -2 | x
O=C(/C=C/c1ccc2c(c1)OCO2)c1ccc(F)cc1 | 3 | -2 | x | -7 | 0.5 | -0.4 | -5 | 45 | -3 | -5 | -6
O=C(CNC(=O)c1cccc(F)c1)OCCOc1cccc(Cl)c1 | -6 | 0 | 2 | -5 | -0.5 | 0.5 | -1 | x | 4 | 0 | x
Cc1nc(-c2ccc(S(=O)(=O)Nc3cc(F)ccc3F)cc2)co1 | -4 | -8 | -7 | -2 | 1.0 | 0.4 | -11 | 5 | -4 | -2 | -32
Oc1oc(-c2cccc3ccccc23)nc1/C=N/c1nccs1 | -11 | -2 | 0 | -3 | 1.7 | -0.4 | 5 | 9 | 1 | 9 | 4
COc1ccc(NS(=O)(=O)c2csc(C(N)=O)c2)cc1 | -3 | 1 | 8 | -6 | 0.0 | -0.3 | -11 | -27 | 0 | 6 | 1
Cc1ccc(C(=O)c2no[n+]([O-])c2C(=O)c2ccc(C)cc2)cc1 | 1 | -3 | x | 12 | 1.8 | -4.1 | -12 | 1 | -9 | -1 | 128*
COc1ccc(Cn2nnnc2C(c2cccnc2)N2CCN(c3ccc(O)cc3)CC2)cc1 (stereo not given) | 0 | -4 | x | -3 | -0.8 | 0.9 | -8 | 2 | -1 | 1 | -33
CCOC(OCC)c1ccc(/C=C\c2nccc(N)n2)cc1 | -13 | 0 | 2 | -5 | -1.8 | 1.8 | -1 | -15 | 3 | -2 | 13
O=C(C1CCCN(S(=O)(=O)c2cccnc2)C1)N1CCN(c2ccccn2)CC1 (stereo not given) | -2 | 2 | x | -5 | -0.6 | 0.1 | -10 | 62 | -3 | 4 | x
Cc1c(C(=O)Nc2ccc(S(=O)(=O)NCC3CCCO3)cc2)cccc1[N+](=O)[O-] (stereo not given) | 0 | -4 | -9 | -8 | -3.6 | -1.2 | 2 | 213 | u | 5 | -4
COc1ccc(CC(=O)N/N=C/c2ccc(-c3ccc(F)cc3)o2)cc1OC | -9 | -4 | 1 | -6 | -0.1 | 1.4 | -10 | 9 | -5 | 1 | -1
Fc1ccc(C2CCNCC2COc2ccc3c(c2)OCO3)cc1 (stereo not given) | 0 | -2 | 64* | -3 | -1.4 | -0.8 | 2 | -10 | 0 | -3 | 0
CSCCC(NC(=O)c1ccc(C)o1)C(=O)O (stereo not given) | -2 | -1 | -1 | -10 | -0.4 | 1.6 | -12 | 63 | -5 | -1 | 17

As entered above.
Value of C=CCNC(=O)c1ccc(Cn2cc(C(F)(F)F)ccc2=O)cc1 in PvdQ inh: -9
Value of Cc1nc(-c2ccc(S(=O)(=O)Nc3cc(F)ccc3F)cc2)co1 in RTF Ca sens act: -2

(next part)
SMILES | dFosB act | Keap1-Nrf2 PPI | NSD2 HMT inh | RTF Ca sens inh | LANA DNA inh | CDK5 p35 inh | PvdQ inh | SUMO Mot1 rescue | Rtt109 Vps75 | RTF Ca sens act | PfHsp90 set2
CC(OC(=O)c1cc(S(=O)(=O)N2CCOCC2)ccc1F)C(=O)NC1CCCCC1C (stereo not given) | -17 | -7 | -5 | -8 | 1.2 | -0.6 | -15 | 10 | -2 | 6 | 17
CS(=O)(=O)N(Cc1ccc(Cl)cc1)c1ccc(C(=O)NCC2CCCO2)cc1 (stereo not given) | -1 | 3 | 3 | -6 | -0.2 | 0.5 | 6 | 15 | 9 | -2 | 10
COc1ccc2c(c1)C1=NN(/C(C)=C/C(C)=O)C(c3ccc(F)cc3)C1CC2 (stereo not given) | -7 | -1 | 29 | -10 | -0.1 | 1.1 | 11 | 3 | -5 | -19 | -14
NC(=O)C1CCN(C(=O)c2ccco2)CC1 | -3 | -1 | -12 | -2 | 1.3 | 0.6 | 0 | -2 | -3 | 6 | -10
CC(Sc1ccccc1F)C(=O)Nc1ccc2c(c1)OCCO2 (stereo not given) | 3 | -2 | 0 | 1 | -0.2 | -1.8 | -16 | 5 | 3 | -4 | 10
Cc1[nH]c(=S)n(CC2CCCO2)c1C (stereo not given) | -5 | -1 | 2 | 4 | -2.4 | 2.1 | -13 | 3 | 1 | -5 | 3
CC(C)=N/N=C1/NC(=O)C(c2ccccc2)S1 (stereo not given) | -3 | -7 | -3 | -3 | 1.8 | -0.2 | 3 | x | 0 | -8 | -1
C[C@H](NC(=O)C1CC(=O)N(c2ccc3c(c2)OCO3)C1)C(=O)NCc1ccco1 (stereo not given in full) | 2 | -4 | 0 | -4 | -0.8 | -0.4 | -5 | 0 | 3 | -2 | 47
O=S(=O)(c1ccc2c(c1)nc(COc1ccc(Cl)cc1)n2CC1CCCO1)N1CCOCC1 (stereo not given) | -7 | 1 | x | -8 | -1.1 | 0.4 | -4 | -3 | -7 | 5 | x
CC(=O)Nc1ccc(S(=O)(=O)N[C@@H](C)C(=O)OCC(=O)c2ccc[nH]2)cc1 | 6 | 0 | 0 | -1 | -2.1 | -1.3 | -20 | 0 | 3 | -5 | -23
Cc1c(Cl)cccc1NC(=O)NCc1ccc(C)n1C | 3 | -4 | 18 | -8 | 1.4 | 0.7 | -17 | 0 | -7 | 1 | 23
COc1cccc(N2CCN(C(=O)c3oc4ccccc4c3NC(=O)CCc3cc(OC)no3)CC2)c1 | -13 | 2 | 3 | 2 | 1.7 | -1.2 | -2 | 11 | -1 | -1 | -48
CCOC(=O)CN1C(=O)CCSc2ccc(Cl)cc21 | -7 | -2 | 2 | 2 | -2.1 | 0.6 | -9 | 3 | 1 | 3 | -1
COc1ccc(CCNC(=O)c2ccc(OCc3c(C)noc3C)cc2)cc1OC | -11 | -4 | -3 | -9 | -0.1 | -0.5 | -1 | 2 | -1 | 0 | -11
COC(=O)c1c(C)oc(C)c1S(=O)(=O)NCc1ccc(Cl)cc1Cl | -4 | -6 | 1 | -2 | 1.0 | 1.9 | -19 | 4 | -15 | 6 | 7
Cc1cc(C)n(CCCNC(=O)C2CCC(=O)N(CCc3ccc(Cl)cc3)C2)n1 (stereo not given) | -5 | -1 | -1 | -2 | -0.3 | -1.6 | 4 | 192 | -20 | -4 | 6
O=S(=O)(NCc1ccccn1)c1ccc(Cl)c(C(F)(F)F)c1 | -3 | -5 | -5 | -7 | 1.4 | -2.0 | -8 | -11 | -4 | 3 | 4
COc1ccccc1NC(=O)Cn1nc(Cc2cccnc2)c2ccccc2c1=O | -5 | 3 | -1 | -5 | -0.2 | 1.2 | -12 | -2 | -4 | 0 | 1
OC(c1ccccc1)(c1ccccc1)c1ccn[nH]1 | 1 | 0 | x | 0 | 0.1 | -1.3 | -10 | 5 | -4 | -3 | -14
Cc1noc(C)c1C(=O)Nc1ccc(F)cc1 | -8 | -5 | 1 | -1 | -0.1 | -0.5 | 4 | 5 | 2 | 1 | -2
CC(=O)Nc1ccc(NC(=O)C(C)O/N=C/c2cccc([N+](=O)[O-])c2)cc1 (stereo not given) | -2 | -7 | 1 | -2 | -0.2 | -2.5 | -25 | 157 | 5 | 2 | -1
COc1ccc(-c2cc(C(=O)N/N=C/c3cccnc3)c3ccccc3n2)c(OC)c1 | -7 | -2 | -3 | -2 | 0.9 | 0.3 | -6 | 1 | 10 | 1 | 15
Cc1ccc2nc(SC(C)C(=O)NCc3ccc4c(c3)OCO4)[nH]c2c1 (stereo not given) | -5 | -2 | 2 | 0 | -0.3 | 0.7 | -4 | -24 | -3 | 2 | 6
Cc1cc(C(=O)O)c(CSCc2cc(C(=O)O)oc2C)o1 | 3 | -2 | x | -1 | 1.4 | 1.4 | -3 | -21 | 9 | 0 | 3
Cc1cccc(NC(=O)C2SC(=Nc3c(C)cccc3C)C(C(=O)N3CCOCC3)=C2N)c1 (stereo not given) | -8 | -1 | -1 | 9 | 0.1 | 0.2 | -7 | -4 | 3 | -8 | 26

Compound activity (PubChem)
